BLM inh: qHTS Assay for Inhibitors of Bloom's syndrome helicase (BLM); recombinant BLM DNA unwinding, fluorescence dequenching; Potency, µM (highest dose often 56.1 µM), for the others: at the top dose activity change, negative = inhibition, hits mostly inhibitors; hit rate 0.2% among 350,000;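 note: plate controls were vehicle for no effect and no enzyme for full effect; nearly all actives have a fitted effect of over 35% in size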
Pol kappa inh: qHTS for Inhibitors of Polymerase Kappa. purified Pol kappa, fluorescent DNA synthesis assay, 10 min. Potency, µM (top dose mostly 107 µM), for inactives: at the highest dose activity, negative = inhibition, usual class: inhibitors. DNA polymerase kappa (Homo sapiens), Q9UBT6. hit rate 0.53% among 400,000. AID 588579, 2011; note: % is set by controls: 0 for no effect and ±100 for the full control effect
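Here, compound and 10 nM enzyme are combined for 15 min at room temperature; adding 50 nM substrate (final) starts DNA synthesis, tracked by fluorescence at 0 and 10 min against buffer-only wells.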
POLB inh: qHTS Assay for Inhibitors of DNA Polymerase Beta. P06746. Pol beta primer extension/strand displacement, fluorescence kinetic. Potency, µM (top dose mostly 114 µM), without a hit: at the highest dose activity change, negative = inhibition, actives largely listed as inhibitors. hit rate 1.3% among 340,000. AID 485314, 2010; note: % is set by controls: 0 for no effect and ±100 for the full control effect
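Kinetic readout of DNA synthesis with strand displacement by Pol beta. Compound and 10 nM enzyme sit 15 min at room temperature; 50 nM substrate starts the reaction, read immediately and at 10 min.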
G9a block: qHTS Assay for Inhibitors of Histone Lysine Methyltransferase G9a; Histone-lysine N-methyltransferase EHMT2 (Homo sapiens), Q96KQ7; G9a H3K9 monomethylation, AlphaScreen, 2 h; Potency, µM (doses to about 102 µM), for inactives: at the highest dose activity, negative = inhibition, hits mostly inhibitors; hit rate 8.8% among 350,000; note: % is set by controls: 0 for no effect and ±100 for the full control effect; nearly all actives have a fitted effect of over 75% in size
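Readings reflect AlphaScreen signal from monomethyl-H3K9 antibody detection. HMT at 20 nM; substrate b-H3K9 500 nM; cofactor SAM 20 uM; 2 h RT reaction; compounds tested as titrations in qHTS with 15 min preincubation.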
Pol iota inh: qHTS for Inhibitors of Polymerase Iota | Potency, µM (titrated, usually from 115 µM), without a hit: top-dose activity, negative = inhibition, usual class: inhibitors | DNA polymerase iota (Homo sapiens), Q9UNA4 | Pol iota fluorescent replication assay, 10 min | AID 588590, 2011 | hit rate 1% among 390,000
Target sequence (Q9UNA4 whole entry, looked up): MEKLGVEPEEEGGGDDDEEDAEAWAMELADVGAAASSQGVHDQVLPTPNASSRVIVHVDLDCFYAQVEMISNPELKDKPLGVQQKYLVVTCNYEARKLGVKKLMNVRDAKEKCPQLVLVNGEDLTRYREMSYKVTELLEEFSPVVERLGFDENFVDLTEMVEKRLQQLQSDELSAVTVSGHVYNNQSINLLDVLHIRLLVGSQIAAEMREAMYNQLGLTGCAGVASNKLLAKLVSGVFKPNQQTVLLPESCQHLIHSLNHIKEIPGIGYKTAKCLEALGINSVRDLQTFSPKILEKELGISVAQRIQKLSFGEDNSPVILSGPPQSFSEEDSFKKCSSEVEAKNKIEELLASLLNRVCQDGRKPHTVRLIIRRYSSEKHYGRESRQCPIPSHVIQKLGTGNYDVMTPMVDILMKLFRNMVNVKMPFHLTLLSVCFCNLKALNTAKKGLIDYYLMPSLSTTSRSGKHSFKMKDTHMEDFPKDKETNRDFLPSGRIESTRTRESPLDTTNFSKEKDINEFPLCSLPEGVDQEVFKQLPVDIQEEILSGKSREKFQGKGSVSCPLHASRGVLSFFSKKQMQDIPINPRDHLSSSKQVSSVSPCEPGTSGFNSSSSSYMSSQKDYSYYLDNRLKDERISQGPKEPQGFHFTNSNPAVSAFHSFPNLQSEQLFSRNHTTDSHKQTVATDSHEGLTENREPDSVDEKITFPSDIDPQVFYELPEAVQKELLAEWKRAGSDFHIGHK
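Pol iota at 10 nM preincubated 15 min with compounds at room temperature; reaction started with fluorescent substrate, 50 nM final. Fluorescence read kinetically at 0 and 10 min; buffer-only wells as negative control.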
JMJD2A Tudor inh: qHTS Assay for Inhibitors of JMJD2A-Tudor Domain; AlphaScreen JMJD2A-Tudor / H3K4me3 peptide binding; Lysine-specific demethylase 4A (Homo sapiens), O75164; Potency, µM (highest dose often 114 µM), without a hit: at the top dose activity change, negative = inhibition, most hits filed as inhibitors; hit rate 4.4% among 390,000; note: % is set by controls: 0 for no effect and ±100 for the full control effect; nearly all actives have a fitted effect of over 50% in size
POLH inh: qHTS for Inhibitors of Polymerase Eta; DNA polymerase eta (Homo sapiens), Q9Y253; recombinant Pol eta, fluorescent DNA replication assay; Potency, µM (titrated, usually from 114 µM), for inactives: top-dose activity change, negative = inhibition, hits mostly inhibitors; hit rate 1.2% among 390,000; AID 588591, 2011; note: % is set by controls: 0 for no effect and ±100 for the full control effect
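Pol eta (10 nM) was preincubated with compounds for 15 min at room temperature, after which fluorescent replication substrate (50 nM final) was added to start the reaction. Fluorescence was read kinetically at 0 and 10 min.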
APE1 inh: qHTS Assay for Inhibitors of the Human Apurinic/apyrimidinic Endonuclease 1 (APE1) | DNA repair nuclease/redox regulator APEX1 (Homo sapiens), P27695 | recombinant APE1, TAMRA/BHQ-2 abasic DNA cleavage fluorescence | Potency, µM (titrated, usually from 65.8 µM), for inactives: at the top dose activity change, negative = inhibition, most hits filed as inhibitors | hit rate 0.35% among 350,000 | AID 2517, 2012;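 note: plate controls were vehicle for no effect and reference inhibitor for full effect; nearly all actives have a fitted effect of over 55% in size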
Target sequence (P27695 whole entry, looked up): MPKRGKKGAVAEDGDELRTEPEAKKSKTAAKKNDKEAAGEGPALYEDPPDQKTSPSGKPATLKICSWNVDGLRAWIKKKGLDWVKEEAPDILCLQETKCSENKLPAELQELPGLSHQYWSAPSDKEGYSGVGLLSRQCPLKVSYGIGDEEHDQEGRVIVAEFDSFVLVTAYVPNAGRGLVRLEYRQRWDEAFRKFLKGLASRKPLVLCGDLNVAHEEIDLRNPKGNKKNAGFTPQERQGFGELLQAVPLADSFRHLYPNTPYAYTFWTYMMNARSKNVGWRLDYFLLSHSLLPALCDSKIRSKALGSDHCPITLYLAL
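APE1 at 0.75 nM final was preincubated with compound 15 min at room temperature, then 50 nM double-stranded THF abasic-site substrate (5'-TAMRA/3'-BHQ-2) was added. Fluorescence (ex 525/em 598 nm) was read kinetically; third-minus-first read gave activity.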
BAZ2B inh: qHTS Assay for Inhibitors of BAZ2B; AlphaScreen BAZ2B-H3K14Ac peptide displacement; Potency, µM (highest dose often 114 µM), for inactives: at the highest dose activity change, negative = inhibition, most hits filed as inhibitors; hit rate 4.4% among 360,000; AID 504333, 2011; note: % is set by controls: 0 for no effect and ±100 for the full control effect; nearly all actives have a fitted effect of over 60% in size
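Multi-concentration screen (max 110 uM) measuring displacement of acetylated histone H3 peptide from BAZ2B by AlphaScreen, using 50 nM protein, 50 nM peptide and 10 ug/mL streptavidin donor plus Ni-chelate acceptor beads.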
* = called active by the depositor; u = inconclusive; x = no result given; [ ] = dose if it differs, or a comment. Calls come from the whole dose curve; as a rule, active = well fitted curve in the direction sought with a large enough effect; inconclusive = small, poorly fitted or top-dose-only effect, or another doubt; inactive = no such curve, though single readings can be large; an effect the other way counts as inactive or inconclusive. Potency is the fitted concentration of half-maximal effect. These rows are one share of the data. The share of hits here may be higher or lower than overall.

Start of the data: the first 2 compounds (preview)
SMILES	BLM inh	Pol kappa inh	POLB inh	G9a block	Pol iota inh	JMJD2A Tudor inh	POLH inh	APE1 inh	BAZ2B inh
Cn1cc(CN2CCCCC2C(=O)Nc2ccc(-n3cccn3)cc2)cn1 (stereo not given)	-5%	-12%	-26%	74%[activator]	-18%	-12%	-5%	34%	0%
CC(C)CCn1nnnc1C(c1ccc(F)cc1)N1CCC(C(N)=O)CC1 (stereo not given)	-1%	-7%	25%	2%	12%	-3%	1%	-4%	3%

All compounds of this part, previewed entries included:
SMILES	BLM inh	Pol kappa inh	POLB inh	G9a block	Pol iota inh	JMJD2A Tudor inh	POLH inh	APE1 inh	BAZ2B inh
Cn1cc(CN2CCCCC2C(=O)Nc2ccc(-n3cccn3)cc2)cn1 (stereo not given)	-5%	-12%	-26%	74%[activator]	-18%	-12%	-5%	34%	0%
CC(C)CCn1nnnc1C(c1ccc(F)cc1)N1CCC(C(N)=O)CC1 (stereo not given)	-1%	-7%	25%	2%	12%	-3%	1%	-4%	3%
CC(=O)c1cccc(NC(=O)C2CCN(C(=O)c3ccc([N+](=O)[O-])cc3)CC2)c1	-3%	-5%	-15%	-13%	10%	-9%	-12%	-5%	-28%
COc1cccc(CSc2nc3n(n2)C(c2cccc(F)c2)C(C(=O)Nc2ccccc2C)=C(C)N3)c1 (stereo not given)	-2%	1%[60.1 µM]	-20%	-5%[59 µM]	30%[activator]	-14%	-1%	x	-2%
O=C(NC1CC2CCC1C2)C1CCN(S(=O)(=O)c2ccc(-c3nn[nH]n3)cc2)CC1 (stereo not given)	-7%	-5%	29%	3%	8%	-4%	-18%	-12%	9%
CCOC(=O)CSc1nnc(-c2cc(OC)c(OC)c(OC)c2)o1	1%	7%	44%	x	-2%	1%	-4%	2%	-9%
Cc1nc(-c2cccnc2)sc1C(=O)Nc1cccc(C(F)(F)F)c1	-9%	-6%	-5%	-14%	9%	-5%	-16%	-3%	5%
CN1CCN(C(=S)NC(=O)/C=C/c2ccccc2Cl)CC1	-4%	0%	u	45µM*	56%[activator]	-24%	-9%	-1%	-31%
COc1cccc(C2CC(=O)Nc3cc(OC)c(OC)cc32)c1 (stereo not given)	-6%	-12%	1%	4%	20%	-19%	-5%	-1%	-9%
O=C(c1csnn1)N1CCC[C@@]2(CCN(c3cccc(-c4ccccc4)c3)C2)C1	-7%	0%[60.1 µM]	x	-7%[12.7 µM]	x	x	x	1%	x
CC(=O)Oc1ccc(N(C(C)=O)S(=O)(=O)c2cccs2)cc1	3%	-4%	-1%	u	0%[58.9 µM]	-1%	-11%	-10%	33%
CCCc1nn2c(=O)cc(CSCC(=O)Nc3nnc(C(C)C)s3)nc2s1	-1%	9%	-3%	-2%[0.501 µM]	29%	2%	-10%	-9%	-10%
COc1cccc(/C=C/C(=O)NCCc2ccc3c(c2)OCCO3)c1	-10%	-18%	9%	-4%[59 µM]	11%	-12%	2%	11%	-36%
Cc1occc1C(=O)N=Nc1c(O)n(C)c2ccccc12	-16%	-1%	3%	u	-10%	3%[57.1 µM]	-11%	3%	-7%
COC(=O)c1ccc2c(=O)[nH]c(CSc3nc(-c4ccc(F)cc4)cs3)nc2c1	-2%	-6%	6%	u	88%[activator]	-6%	0%	4%	-6%
O=C(NCCSCc1ccc(Cl)cc1)C1CCN(S(=O)(=O)Cc2ccccc2)CC1	-4%	1%	2%	-8%[59 µM]	17%	-8%	-16%	x	-2%
COc1ccccc1NC(=O)C1=C(C)Nc2nc(SCc3ccccc3F)nn2C1c1cccs1 (stereo not given)	-2%	-5%	9%	-23%[59 µM]	-26%	-13%	-5%	x	-4%
O=C(CCCCCn1c(=S)[nH]c2ccccc2c1=O)NCc1ccc2c(c1)OCO2	-5%	3%	u	-12%	-1%	-8%	-5%	0%	10%
CCn1c(C)c(C2N3CC4(C)CN2CC(CC)(C3)C4=O)c2ccccc21 (stereo not given)	0%	-5%	17%	2%[59 µM]	14%	-18%	-19%	x	-16%
CCNC(=S)N/N=C/c1cn(Cc2ccc(F)cc2)c2ccccc12	-12%	-4%	-2%	8%[59 µM]	7%	u	u	-2%	u
COc1ccc(N2CCN(C(=O)CCCOc3cc(=O)n(C)c4ccccc34)CC2)cc1	1%	-1%	14%	79µM*	2%	u	-9%	-3%	u
Cc1nn(-c2ccccc2)c(C)c1NC(=O)COC(=O)C1CC(=O)N(CCc2ccccc2)C1 (stereo not given)	x	-16%	x	2%	18%	-8%	-12%	-4%	7%
COc1cc(NC(=S)N2c3ccccc3CC2C)cc(OC)c1 (stereo not given)	-8%	0%	8%	7%	21%	-32%	-16%	6%	u
CC(C)NC(=O)c1onc(CSc2ccc(F)cc2)c1C(=O)NC(C)C	x	-8%	x	u	u	-12%	-14%	2%	8%
Cc1cc(S(=O)(=O)NCc2cccs2)ccc1-n1cnnn1	0%	-5%	79%	u	1%	9%[57.1 µM]	-22%	3%	-7%
CC(=O)c1cccc(NS(=O)(=O)c2cccc(S(=O)(=O)c3ccc(Br)cc3)c2)c1	-2%	-8%	u	-4%[59 µM]	-4%	-11%	-27%	x	1%
Nc1ccccc1C(=O)C[C@H](N)C(=O)O	x	-7%	x	2%[59 µM]	3%	18µM*	-4%	3%	x
CCCCSCCCNC(=O)C1CCC(CNS(=O)(=O)c2ccc(NC(C)=O)cc2)CC1 (stereo not given)	-5%	-17%	27%	16%	3%	-14%	-11%	-7%	5%
CN(CCCNC(=O)Cn1cccc1C(=O)c1ccccc1)C1CCCCC1	4%	-4%	0%	-30%	6%	9%	-14%	-9%	5%
CCOC(=O)C1=C[C@@]2(CC)CCCN3CCc4c(n1c1ccccc41)[C@H]32	-7%	-14%[19.4 µM]	x	11%[21.5 µM]	x	x	x	-8%	x
CCOc1ccc2cc(S(=O)(=O)N3CCN(C)CC3)ccc2c1	4%	-1%	26%	13%[59 µM]	73%[activator]	-12%	-16%	14%	8%
Cc1nn(Cc2ccc(C(=O)N3N=C(C(F)F)CC3(O)C(F)F)o2)c(C)c1[N+](=O)[O-] (stereo not given)	-3%	-6%	1%	1%[59 µM]	5%	-10%[57.1 µM]	-24%	1%	1%
COc1ccc(CNC(=O)c2c(O)c3ccccc3n(C)c2=O)cc1OC	-4%	8%	0%	u	-10%	2%	-13%	20%	0%
O=C(O)C(Cc1c[nH]c2ccccc12)N1Cc2ccccc2C1=O (stereo not given)	2%	-15%	2%	-14%	16%	-7%	0%	3%	-14%
O=c1c(N2CCN(c3cccc(C(F)(F)F)c3)CC2)csc2ccc(Cl)cc12	-2%	-4%[60.1 µM]	-10%	3%[59 µM]	10%	-7%	-14%	x	-21%
Cc1ccc(NC(=O)Nc2c(C)n(C)n(-c3ccccc3)c2=O)cc1C	-6%	3%	-1%	-23%	72%[activator]	14µM*	-20%	2%	-16%
COC(=O)[C@]1(C)N[C@H](CN(C)C(=O)c2ccc(C(C)(C)C)cc2)[C@@H]2C(=O)N(C)C(=O)[C@@H]21	x	5%	x	x	9%	-1%	-12%	31%	x
CCC(=O)Nc1sc2c(c1C(N)=O)CCN(Cc1ccccc1)C2	-6%	5%	38%	x	-1%	-23%	-18%	-5%	11%
CCC(=NNC(=O)c1ccc2c(c1)nc(C)n2CC)c1cc(F)ccc1O	x	-17%	x	x	22%	-27%	-11%	-2%	x
CN(Cc1nc(-c2cccnc2)no1)S(=O)(=O)c1ccc(Br)cc1	-3%	-2%	4%	u	2%	0%	-4%	-9%	37%[activator]
COc1ccc(CCNC(=O)CN(C)S(=O)(=O)c2ccc3c(c2)CCC(=O)N3)cc1OC	1%	11%	9%	-6%	6%	-7%	-15%	3%	-11%
C=CCn1c(Cc2ccccc2)nc2c(cnn2-c2ccccc2)c1=O	-10%	-3%	36%	u	83%[activator]	5%	-23%	-8%	17%
O=C(CCCN1CCc2[nH]c3ccc(F)cc3c2C1)c1ccc(F)cc1	3%	-6%	-8%	50µM*	42%[activator]	u	-11%	3%	-38%

Some of these compounds in order of SMILES length, rising:
SMILES	BLM inh	Pol kappa inh	POLB inh	G9a block	Pol iota inh	JMJD2A Tudor inh	POLH inh	APE1 inh	BAZ2B inh
Cc1cc(S(=O)(=O)NCc2cccs2)ccc1-n1cnnn1	0%	-5%	79%	u	1%	9%[57.1 µM]	-22%	3%	-7%
CCC(=O)Nc1sc2c(c1C(N)=O)CCN(Cc1ccccc1)C2	-6%	5%	38%	x	-1%	-23%	-18%	-5%	11%
CN(CCCNC(=O)Cn1cccc1C(=O)c1ccccc1)C1CCCCC1	4%	-4%	0%	-30%	6%	9%	-14%	-9%	5%
CC(C)NC(=O)c1onc(CSc2ccc(F)cc2)c1C(=O)NC(C)C	x	-8%	x	u	u	-12%	-14%	2%	8%
CCC(=NNC(=O)c1ccc2c(c1)nc(C)n2CC)c1cc(F)ccc1O	x	-17%	x	x	22%	-27%	-11%	-2%	x
COc1ccc(N2CCN(C(=O)CCCOc3cc(=O)n(C)c4ccccc34)CC2)cc1	1%	-1%	14%	79µM*	2%	u	-9%	-3%	u
COc1ccc(CCNC(=O)CN(C)S(=O)(=O)c2ccc3c(c2)CCC(=O)N3)cc1OC	1%	11%	9%	-6%	6%	-7%	-15%	3%	-11%
CC(=O)c1cccc(NS(=O)(=O)c2cccc(S(=O)(=O)c3ccc(Br)cc3)c2)c1	-2%	-8%	u	-4%[59 µM]	-4%	-11%	-27%	x	1%
